Bioassay records from PubChem BioAssay.
KinaseGlo FLuc – Kinase-Glo luciferase inhibition (counter-screen) | 200,000 tested, 0.28% active | Potency, µM (top dose mostly 38.3 µM), for the others: at the top dose activity change, negative = inhibition, most hits filed as inhibitors | Q27757 | Kinase-Glo luciferase, ATP luminescence, 8 min; further: potency means the concentration at half of the fitted maximal effect; on the % scale 0 is the no-effect control and ±100 the full control effect; nearly all actives have a fitted effect of over 60% in size
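Kinase-Glo luciferase light output from ATP and luciferin was measured with 10 uM ATP, within the enzyme's linear range. Buffer: 50 mM imidazole pH 7.2, 50 mM KCl, 7 mM MgCl2, 0.01% Tween 20, 0.05% BSA; luminescence read after 8 min at ambient temperature.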
CBFb RUNX1 block – blocks binding between human CBF-beta and RUNX1; AlphaScreen CBFb-His/RUNX1-biotin binding, biochemical; Potency, µM (series often up to 59.8 µM), for the others: top-dose activity, negative = inhibition, most hits filed as inhibitors; 230,000 tested, under 10 active; further: % of control where 0% means no effect
Target sequence (Q01196 whole entry, looked up): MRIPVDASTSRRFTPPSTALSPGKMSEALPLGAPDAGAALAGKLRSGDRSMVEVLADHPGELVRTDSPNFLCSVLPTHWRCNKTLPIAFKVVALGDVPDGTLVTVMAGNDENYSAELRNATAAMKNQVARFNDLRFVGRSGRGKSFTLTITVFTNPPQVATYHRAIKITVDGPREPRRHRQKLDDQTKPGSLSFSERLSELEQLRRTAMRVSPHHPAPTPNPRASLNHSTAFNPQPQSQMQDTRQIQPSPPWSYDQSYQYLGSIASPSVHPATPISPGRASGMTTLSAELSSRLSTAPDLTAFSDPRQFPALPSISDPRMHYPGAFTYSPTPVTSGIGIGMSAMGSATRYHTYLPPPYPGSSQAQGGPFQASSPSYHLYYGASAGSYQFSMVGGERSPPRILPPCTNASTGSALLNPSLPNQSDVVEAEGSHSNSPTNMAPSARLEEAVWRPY
Target sequence (Q13951 whole entry, looked up): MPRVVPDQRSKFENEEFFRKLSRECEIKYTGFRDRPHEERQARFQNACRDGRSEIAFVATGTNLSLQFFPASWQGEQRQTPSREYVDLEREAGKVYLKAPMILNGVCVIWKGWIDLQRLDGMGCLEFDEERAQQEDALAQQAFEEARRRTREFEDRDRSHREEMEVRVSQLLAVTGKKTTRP
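Interaction loss through any mechanism counts as activity. Pre-formed complex of His-CBF-beta and biotin-RUNX1 (30 nM apiece) is incubated with compound 15 min, then with 50 ng nickel and 50 ng streptavidin beads for 90 min before AlphaScreen detection.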
Lamin A splicing – modulators of lamin A splicing. Potency, µM (top dose mostly 46.1 µM), inactives show top-dose ratio change, negative = inhibition, most hits filed as inhibitors. 200,000 tested, 0.01% active. HeLa LMNA splicing GFP/RFP minigene ratio, 48 h. AID 1487; active means well fitted inhibition curve with a large enough effect in the signal ratio, with a control signal flat, not every such curve was filed as active; inconclusive means small, poorly fitted or top-dose-only effect, or effect the other way, or a change in a side signal; the % refers to the signal ratio; further: potency means the concentration at half of the fitted maximal effect; on the % scale 0 is the no-effect control and ±100 the full control effect
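S3 HeLa stable clones carrying a lamin A-EGFP splicing minigene plus DsRed2 were seeded at 600 cells/well in Opti-MEM with 2% FBS, pin-dosed and incubated 48 h at 37°C. Acumen cytometry (488 nm) gave the GFP/RFP total-intensity ratio.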
HTT aggregate – mutant huntingtin aggregation inhibition; PC12 HttQ103-GFP aggregates, Acumen cytometry, 40 h; AID 1688; Potency, µM (series often up to 46.1 µM), inactives show at the top dose activity change, negative = inhibition, usual class: inhibitors; 220,000 tested, 1.1% active; further: potency means the concentration at half of the fitted maximal effect; on the % scale 0 is the no-effect control and ±100 the full control effect; nearly all actives have a fitted effect of over 60% in size
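Aggregate formation scored by laser-scanning cytometer (488 excitation, 500–530 emission) in lysed PC12 cells expressing Q103-GFP after 100 nM tebufenozide induction; library tested in dose series, with ATPLite reagent added in the multiplex.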
NPSR antag – blocks cAMP signaling of the human neuropeptide S receptor. 220,000 tested, 1% active. Q6W5P4. CHO-NPSR cells, cAMP TR-FRET, antagonist mode. Potency, µM (highest dose often 38.3 µM), for inactives: top-dose activity change, negative = inhibition, most hits filed as inhibitors; further: potency means the concentration at half of the fitted maximal effect; on the % scale 0 is the no-effect control and ±100 the full control effect; nearly all actives have a fitted effect of over 50% in size; many of its hits are not listed in these tables
Target sequence (Q6W5P4 whole entry, looked up): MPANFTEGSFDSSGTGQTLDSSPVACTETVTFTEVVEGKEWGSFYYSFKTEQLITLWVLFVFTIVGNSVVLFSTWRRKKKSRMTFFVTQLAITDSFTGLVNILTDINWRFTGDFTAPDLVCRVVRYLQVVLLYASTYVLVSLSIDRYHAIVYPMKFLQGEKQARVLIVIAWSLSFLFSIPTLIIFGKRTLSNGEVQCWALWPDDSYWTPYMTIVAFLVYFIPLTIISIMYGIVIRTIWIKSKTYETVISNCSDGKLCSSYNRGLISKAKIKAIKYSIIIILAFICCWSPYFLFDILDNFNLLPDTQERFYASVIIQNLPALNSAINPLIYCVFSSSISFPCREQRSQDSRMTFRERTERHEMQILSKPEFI
IMPase Li inh – membrane-permeable IMPase blocker, potentiated with lithium; CHO-M1 cells, IP1 TR-FRET (IP-One), carbachol + lithium; Potency, µM (doses to about 59.4 µM), for inactives: top-dose activity, negative = IMPase inhibition, actives largely listed as inhibitors; 210,000 tested, 0.35% active; AID 1457;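 further: IP1 builds up when IMPase is blocked and the TR-FRET signal falls; potency means the concentration at half of the fitted maximal effect; plate controls were basal vehicle for no effect and high inhibitor control for full effect; nearly all actives have a fitted effect of over 50% in size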
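Test compounds were applied to CHO-M1 cells previously cultured for 16–30 h at 2000 per well. A small lithium amount accompanied them; after 30 min at 37C, IP1 was quantified by TR-FRET.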
Epigenetic reg – derepresses silenced GFP reporter in murine cells; Potency, µM (top dose mostly 53.9 µM), for inactives: at the highest dose GFP activation, hits mostly activators; murine LDR cells, GFP reporter derepression, 30 h; 280,000 tested, 0.2% active; further: potency means the concentration at half of the fitted maximal effect; % of control where 0% means no effect; nearly all actives have a fitted effect of over 60% in size
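In this reporter-derepression format, murine cells bearing a silenced integrated CMV-GFP locus incubate with test compound (30 h, 37 C), then are washed and imaged; fluorescent objects of 20–120 um count as induced cells.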
Numbers without * were called inactive; ? = inconclusive; nt = no result given; [ ] = another dose, or the depositor's remark. Unless noted, the call rests on the fitted dose curve; in most records, active means well fitted curve in the direction sought with a large enough effect; inconclusive means small, poorly fitted or top-dose-only effect, or another doubt; inactive means no such curve, though single readings can be large; an effect the other way counts as inactive or inconclusive.

#	SMILES	KinaseGlo FLuc	CBFb RUNX1 block	Lamin A splicing	HTT aggregate
1	CCOC(=O)C1=C(C)NC(=O)NC1c1cn(-c2ccccc2)nc1-c1cccs1 (configuration not stated)	13.4%	-5.6%	2.2%	-23.4%
2	Cc1ccc(OCC(=O)NCCc2nc3ccccc3[nH]2)c(C)c1	-1.0%	5.2%	nt	9.7%
3	COc1cccc(-c2cc(C(=O)Nc3cnn(Cc4ccccc4C)c3)no2)c1	-3.2%	1.4%	12.1%	7.4%
4	COCCn1c(C)cc(/C=C2/NC(=O)N(c3ccc(Cl)cc3)C2=O)c1C	0.3%	-17.0%	?	-8.9%
5	CC(Cc1ccccc1)NC(=O)C1CCCNC1=O (configuration not stated)	-4.3%	3.1%	3.3%	3.6%
6	CCSc1nc2c(sc3nc(C)cc(C)c32)c(=O)[nH]1	2.6%	21.0%	2.9%	6.0%
7	COC(=O)c1c(NC(=O)c2nc3ccccc3s2)sc2c1CCN(C(C)=O)C2	1.9%	-4.6%	-5.2%	4.4%
8	O=C(O)CC(NC(=S)NCc1ccccc1)C(=O)O (configuration not stated)	-3.6%	1.8%	9.4%	-14.9%
9	CN1/C(=C\C(=O)C[n+]2ccc(C(=O)c3ccccc3)cc2)C(C)(C)c2ccccc21	-0.7%	3.7%	nt	12.6µM*
10	O=C1/C(=C\c2ccc3c(c2)OCO3)CCC/C1=C/c1ccc2c(c1)OCO2	-4.1%	-14.7%	13.7%	-9.6%

#	NPSR antag	IMPase Li inh	Epigenetic reg
1	-15.8%[46.1 µM]	9.0%[38.3 µM]	-0.5%
2	-6.6%	-2.0%	-2.2%
3	-29.9%[46.1 µM]	-12.0%[38.3 µM]	0.0%
4	-16.4%	-4.7%	-4.8%
5	-12.1%[46.1 µM]	36.9%[activator][38.3 µM]	-1.5%
6	-7.5%[46.1 µM]	-5.2%[38.3 µM]	-9.0%
7	?	13.7%[38.3 µM]	0.0%
8	7.7%[46.1 µM]	12.4%[38.3 µM]	0.0%
9	7.0%	15.1%	0.0%
10	5.7%[46.1 µM]	3.7%[38.3 µM]	3.1%

(continued)
#	SMILES	KinaseGlo FLuc	CBFb RUNX1 block	Lamin A splicing	HTT aggregate
11	Cn1nc(C(=O)NCc2ccco2)c2ccccc2c1=O	-1.1%	-1.6%	?	14.0%
12	COc1ccc(NC(=O)c2cc3c(s2)CCC3)cc1S(=O)(=O)N1CCOCC1	16.0%	-26.3%	?	-12.5%
13	O=S(=O)(Nc1cccc(-c2cn3cccnc3n2)c1)c1ccc(-c2ccccc2)cc1	1.9%	-7.2%	0.2%	?
14	Cc1ccc2ccc(C(Nc3cccc(C(F)(F)F)c3)c3cccnc3)c(O)c2n1 (configuration not stated)	1.7%	-19.3%	?	28.9%
15	CCCn1ncc(CN2CCN(Cc3ccc(C)o3)C(CCO)C2)c1C (configuration not stated)	nt	2.8%	nt	0.0%[9.22 µM]
16	O=C(Nc1ccc(OC(F)(F)F)cc1)Oc1ccccc1N1CCOCC1	nt	13.7%	nt	15.0%[9.22 µM]
17	Cc1cc(C(=O)COC(=O)CCC(=O)c2ccc3c(c2)OCCO3)c(C)n1Cc1ccco1	-2.3%	-27.6%	6.1%	-8.2%
18	N#CCCn1c(SCC(=O)NCC2CCCO2)nc2ccccc21 (configuration not stated)	0.5%	5.1%	-6.3%	-7.8%
19	O=C(NCCCN1CCCCCC1)c1ccc2c(c1)NC(=O)C(N1CCOCC1)S2 (configuration not stated)	1.7%	2.8%	0.5%	10.8%
20	CCOC(=O)N1CCN(C(=O)CN(C)S(=O)(=O)c2ccc3c(c2)C(C)(C)C(=O)N3C)CC1	-0.4%	0.6%	-3.1%	-8.6%

#	NPSR antag	IMPase Li inh	Epigenetic reg
11	12.5%	5.1%	-5.1%
12	0.5%[46.1 µM]	13.4%[38.3 µM]	-1.0%
13	-29.8%[46.1 µM]	10.3%[38.3 µM]	1.0%
14	-44.7%	10.9%	-0.6%
15	12.9%	nt	-0.1%
16	6.2%	nt	-1.7%
17	-7.9%[46.1 µM]	31.5%[38.3 µM]	-0.1%
18	-7.2%[46.1 µM]	20.5%[38.3 µM]	1.0%
19	-8.1%[46.1 µM]	25.7%[38.3 µM]	-1.0%
20	-5.8%[46.1 µM]	-7.4%[38.3 µM]	-1.9%

The results go on:
#	SMILES	KinaseGlo FLuc	CBFb RUNX1 block	Lamin A splicing	HTT aggregate
21	OCC1OC(n2cnc3c(NCc4ccco4)ncnc32)C(O)C1O (configuration not stated)	-0.5%	nt	?	nt
22	O=C(CCCC(=O)NC1CCCC1)NC1CCCC1	4.7%	-2.4%	-4.5%	6.9%
23	COc1ccc(NS(=O)(=O)c2cc(NC(=O)[C@@H](NC(=O)c3ccccc3)C(C)C)ccc2C)cc1	-1.9%	-11.9%	?	-16.4%
24	COc1ccc(NC(=O)NCCCN2CCCC2=O)c(OC)c1	-3.8%	0.3%	11.9%	13.4%
25	COc1ccc(CNS(=O)(=O)NCc2ccc(C)cc2)cc1OC	4.3%	-8.6%	?	-32.6%
26	Cc1ccccc1C(=O)N1CCN(c2ccc([N+](=O)[O-])c(NCc3cccnc3)c2)CC1	0.2%	-4.0%	?	-4.5%
27	COc1ccccc1/C=N\Nc1cn[nH]c(=O)c1Cl	0.8%	-2.2%	nt	11.5%
28	Cc1ccc(CNC(=O)C2CCN(S(=O)(=O)c3c(C)noc3/C=C/c3ccco3)CC2)cc1	-1.7%	-7.5%	0.5%	15.2%
29	COC(=O)c1ccccc1NC(=O)Nc1cccs1	-3.5%	4.0%	-2.7%	-2.5%
30	O=C(CSc1ncnc2c1cnn2-c1ccc(F)cc1)NCc1ccc2c(c1)OCO2	-1.8%	-3.2%	-12.9%	14.8%

#	NPSR antag	IMPase Li inh	Epigenetic reg
21	nt	-5.4%	?
22	-6.1%	1.5%	0.1%
23	-50.6%	13.3%	0.9%
24	-14.0%[46.1 µM]	4.7%[38.3 µM]	-0.2%
25	10.4%	6.5%	-3.3%
26	-2.8%	8.5%	-1.1%
27	-1.7%	-4.3%	0.9%
28	-16.3%[46.1 µM]	4.8%[38.3 µM]	5.0%
29	-1.7%[46.1 µM]	-1.8%	-2.0%
30	6.0%	-7.3%	1.5%

(listing goes on)
#	SMILES	KinaseGlo FLuc	CBFb RUNX1 block	Lamin A splicing	HTT aggregate
31	Cc1onc(C(=O)Nc2sc3c(c2C(N)=O)CCCC3)c1[N+](=O)[O-]	nt	-2.6%	nt	-12.7%[9.22 µM]
32	COc1ccc(NC2=Nc3ccccc3CC2)cc1	-7.1%	1.5%	0.2%	-16.0%
33	C=CCOc1ccc(C2C(C#N)=C(N)N(Nc3ccccc3)C3=C2C(=O)CCC3)cc1OC (configuration not stated)	nt	3.8%	-0.7%	28.8%
34	CCOC(=O)N1CCN(C(=O)CN(c2ccccc2OC)S(=O)(=O)c2ccc(C)cc2)CC1	0.4%	3.2%	2.2%	3.7%
35	COc1ccccc1N1CCN(C(c2ccccn2)c2nnnn2C2CCCCC2)CC1 (configuration not stated)	-3.0%	-0.8%	9.9%	8.1%
36	CC1CC(C)(C)NC(=S)N1CCC(=O)N1CCN(c2ccccc2)CC1 (configuration not stated)	-1.1%	-5.3%	0.6%[9.22 µM]	18.4%
37	CCCOc1ccc(C(=O)NCCC(=O)NCCCC(=O)OCC)cc1	-6.0%	0.8%	1.9%	0.1%
38	COc1ccc(-n2nnc3c(=O)n(CC(=O)Nc4cc(C)on4)cnc32)cc1	3.1%	11.6%	nt	8.5%[9.22 µM]
39	CC(C)OC(=O)CN1CCN(S(=O)(=O)c2cc(Cl)ccc2Cl)CC1	4.7%	10.8%	2.2%	0.3%
40	O=C(NCCCn1ccnc1)c1ccc(S(=O)(=O)N2CCCCCC2)cc1	-3.4%	-0.8%	0.4%	-31.9%

#	NPSR antag	IMPase Li inh	Epigenetic reg
31	-11.2%	nt	0.1%
32	-1.0%[46.1 µM]	30.5%[38.3 µM]	0.0%
33	-28.4%[46.1 µM]	nt	1.9%
34	-8.7%[46.1 µM]	nt	-2.9%
35	-12.2%[46.1 µM]	18.3%[38.3 µM]	-1.0%
36	-4.6%	-0.6%	1.1%
37	-8.1%[46.1 µM]	14.1%[38.3 µM]	0.0%
38	7.8%	-8.5%	1.1%
39	-26.4%[46.1 µM]	22.3%[38.3 µM]	-1.1%
40	-6.7%[46.1 µM]	-5.1%[38.3 µM]	2.2%

Some entries already given, showing only Lamin A splicing, IMPase Li inh and NPSR antag.
| no. | Molecule | Lamin A splicing | IMPase Li inh | NPSR antag |
| --- | --- | --- | --- | --- |
| 34 | CCOC(=O)N1CCN(C(=O)CN(c2ccccc2OC)S(=O)(=O)c2ccc(C)cc2)CC1 | 2.2% | nt | -8.7%[46.1 µM] |
| 35 | COc1ccccc1N1CCN(C(c2ccccn2)c2nnnn2C2CCCCC2)CC1 (configuration not stated) | 9.9% | 18.3%[38.3 µM] | -12.2%[46.1 µM] |

Grouped by structure: the entries above containing fluorine
#	SMILES	KinaseGlo FLuc	CBFb RUNX1 block	Lamin A splicing	HTT aggregate
14	Cc1ccc2ccc(C(Nc3cccc(C(F)(F)F)c3)c3cccnc3)c(O)c2n1 (configuration not stated)	1.7%	-19.3%	?	28.9%
16	O=C(Nc1ccc(OC(F)(F)F)cc1)Oc1ccccc1N1CCOCC1	nt	13.7%	nt	15.0%[9.22 µM]
30	O=C(CSc1ncnc2c1cnn2-c1ccc(F)cc1)NCc1ccc2c(c1)OCO2	-1.8%	-3.2%	-12.9%	14.8%

#	NPSR antag	IMPase Li inh	Epigenetic reg
14	-44.7%	10.9%	-0.6%
16	6.2%	nt	-1.7%
30	6.0%	-7.3%	1.5%

The list continues:
#	SMILES	KinaseGlo FLuc	CBFb RUNX1 block	Lamin A splicing	HTT aggregate
41	CN(CC(O)CN)CC(O)CN1CCCCC1 (configuration not stated)	-3.0%	2.8%	1.1%	-5.8%
42	CCCSc1nc2sc3c(c2c(=O)n1CC)CC(C)(C)OC3	nt	7.0%	nt	28.1%[9.22 µM]
43	CCC(C)NC(=O)Cn1c(=O)n(-c2ccc(OC)cc2)c(=O)c2ccc(C(=O)NCc3ccc(C)cc3)cc21 (configuration not stated)	nt	4.6%	nt	-2.0%
44	CC(=O)c1ccc(N2CCN(C(=O)c3nn(Cc4ccccc4)c(=O)c4ccccc34)CC2)cc1	1.4%	-5.2%	nt	?

#	NPSR antag	IMPase Li inh	Epigenetic reg
41	10.6%[46.1 µM]	16.2%[38.3 µM]	0.0%
42	?	nt	-0.6%
43	-18.8%	?	2.6%
44	-53.5%	6.1%	2.9%

A portion of the library (hit frequency here may not be typical).
